Apaf-1 inh: inhibitors of human Apaf-1 apoptosome; inhibition, % at 20 µM; reconstituted apoptosome caspase-3 activity, DEVD-Rh110 fluorescence; 330,000 compounds, 0.71% hits; O14727; active = inhibition of at least 40% at 20 µM;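 also: plate controls were DMSO wells for no effect and DEVD-CHO caspase inhibitor wells for full effect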
Target sequence (O14727 whole entry, looked up): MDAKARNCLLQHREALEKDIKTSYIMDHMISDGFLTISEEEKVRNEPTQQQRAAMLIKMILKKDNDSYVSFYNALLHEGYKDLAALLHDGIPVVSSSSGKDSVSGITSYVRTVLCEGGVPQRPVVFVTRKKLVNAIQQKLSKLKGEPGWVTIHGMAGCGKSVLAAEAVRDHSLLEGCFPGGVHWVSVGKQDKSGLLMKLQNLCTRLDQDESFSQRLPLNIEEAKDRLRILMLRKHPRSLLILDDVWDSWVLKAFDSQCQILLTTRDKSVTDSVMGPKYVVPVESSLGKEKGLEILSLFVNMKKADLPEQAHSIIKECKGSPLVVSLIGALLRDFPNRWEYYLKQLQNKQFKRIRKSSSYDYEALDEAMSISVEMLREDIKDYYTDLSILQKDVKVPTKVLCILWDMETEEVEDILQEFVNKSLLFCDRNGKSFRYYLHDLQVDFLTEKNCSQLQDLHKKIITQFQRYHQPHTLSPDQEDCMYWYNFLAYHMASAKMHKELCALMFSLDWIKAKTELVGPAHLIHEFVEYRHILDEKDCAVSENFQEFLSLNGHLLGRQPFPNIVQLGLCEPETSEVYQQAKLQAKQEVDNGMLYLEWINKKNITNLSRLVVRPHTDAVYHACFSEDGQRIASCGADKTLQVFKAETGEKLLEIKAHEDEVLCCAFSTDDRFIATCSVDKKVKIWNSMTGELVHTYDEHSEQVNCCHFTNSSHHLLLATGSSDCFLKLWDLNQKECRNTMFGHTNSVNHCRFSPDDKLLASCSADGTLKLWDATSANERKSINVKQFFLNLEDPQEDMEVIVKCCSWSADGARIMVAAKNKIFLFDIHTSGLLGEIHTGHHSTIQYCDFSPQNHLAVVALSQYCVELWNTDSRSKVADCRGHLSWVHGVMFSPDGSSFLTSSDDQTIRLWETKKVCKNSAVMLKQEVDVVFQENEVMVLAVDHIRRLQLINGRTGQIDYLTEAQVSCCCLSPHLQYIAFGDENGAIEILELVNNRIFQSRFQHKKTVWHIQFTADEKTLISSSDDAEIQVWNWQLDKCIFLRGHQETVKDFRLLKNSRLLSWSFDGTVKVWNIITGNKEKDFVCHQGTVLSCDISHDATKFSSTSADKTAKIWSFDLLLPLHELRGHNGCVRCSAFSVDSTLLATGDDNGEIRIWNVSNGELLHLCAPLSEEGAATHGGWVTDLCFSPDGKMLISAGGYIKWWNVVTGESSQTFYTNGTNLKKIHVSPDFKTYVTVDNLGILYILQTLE
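Medium: Hepes buffer, pH 7.5 / System: biochemical Apaf-1 apoptosome reconstitution / Measured by: Rh110 fluorescence, excitation 480 nm, emission 540 nm / Times: compound with Apaf-1, dATP, procaspase-3 30 min, then 50 min reaction, room temperature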
SENP8 block-1: inhibitors of human SENP8 protease; 360,000 compounds, 0.64% hits; recombinant SENP8, Nedd8 substrate fluorescence; AID 602440; inhibition, % at 20 µM; in the data active = inhibition mostly above about 40%, no sharp cut-off; inactive = mostly below about 27%
HKDC1 inhibitor: inhibitors of human hexokinase HKDC1; 340,000 compounds, 0.16% hits; recombinant HKDC1, G6PDH/diaphorase resazurin coupled fluorescence; inhibition, % at 20 µM;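 active = inhibition above about 35% when tested at 20 µM, limit read from the data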;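 also: plate controls were DMSO wells with enzyme for no effect and DMSO wells lacking enzyme for full effect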
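Test system: recombinant HKDC1 (HK5) hexokinase enzyme, produced in-house / Doses: 20 µM test compound, 1% DMSO / Timing: 90 min, room temperature / Detection: G6PDH/diaphorase-coupled fluorescence, 1 mM NADP, 100 µM resazurin, 525/613 nm / Control set: DMSO wells with and without enzyme mix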
SENP6 block: inhibitors of human SENP6 protease; inhibition, % at 10 µM; Q9GZR1; AID 2599; Recombinant SENP6 catalytic domain, aminoluciferin luminescence; 330,000 compounds, 1.8% hits;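 active = inhibition above about 50% at the single tested dose, limit read from the data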;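 also: plate controls were DMSO wells with enzyme for no effect and DMSO wells lacking enzyme for full effect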
SENP8 block-2: SENP8 protease inhibition. purified SENP8, Z-RLRGG-aminoluciferin cleavage, luminescence. inhibition, % at 10 µM. 330,000 compounds, 1.2% hits. AID 2540. Q96LD8; in the data active = inhibition above about 50%
SENP7 inh: SENP7 protease inhibition; recombinant SENP7, Z-RLRGG-aminoluciferin luminescence, 40 min; inhibition, % at 5 µM; 330,000 compounds, 1.5% hits; Q9BQF6;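 active = inhibition above about 50% at the single test dose, limit read from the data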;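 also: plate controls were DMSO with enzyme for no effect and no enzyme buffer wells for full effect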
SENP1 FRET inh: SENP1 (human) catalytic domain inhibition; Q9P0U3; recombinant SENP1 catalytic domain, CyPet-SUMO1-YPet FRET cleavage; inhibition, % at 10 µM; 360,000 compounds, 0.21% hits; AID 624204;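 active = inhibition at least 30% at 10 µM, raw YFP signal under a set limit, fluorescence ratio 0.5 to 1.5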;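 also: 0% = enzyme with DMSO and 100% = no enzyme wells; some results filed as inactive read as strong as hits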
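System: Recombinant human SENP1 catalytic domain, His6-tagged | Incubation: Enzyme reaction for 50 min at room temperature, dark | Medium: Tris pH 8 with BME, BSA, NP40 and catalase | Also added: 25 nM SUMO1 FRET substrate | Compound: 10 µM single point, 0.5% DMSO | Measured by: FRET fluorescence in CFP and YFP emission channels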
PfGluPho inh: PfG6PD (Plasmodium falciparum) enzyme inhibition; PfGluPho enzyme, NADPH resazurin-diaphorase fluorescence; inhibition, % at 20 µM; 350,000 compounds, 0.78% hits;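 active = inhibition reaching at least a set limit at 20 µM in the primary screen, cut at about 59% in these data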;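 also: 0% = DMSO wells with substrate and 100% = DMSO wells lacking glucose-6-phosphate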
NALP3 yeast inh: blocks the NALP3 inflammasome reconstituted in yeast. inhibition, % at 10 µM. 330,000 compounds, 0.39% hits. AID 2825. Yeast reconstituted NLRP3/ASC/caspase-1, beta-gal luminescence, 24 h;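 active = inhibition of 50% or more; inactive = inhibition below 50%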;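 also: plate controls were induced DMSO wells for no effect and uninduced yeast grown without galactose for full effect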
* = called active by the depositor.

Start of the data: the first 3 entries, ahead of the listing:
For Cc1ccc(NC(=O)Cn2cnc3cc([N+](=O)[O-])ccc3c2=O)c(Cl)c1 the results were Apaf-1 inh -17, SENP8 block-1 -61, HKDC1 inhibitor 15, SENP6 block 3, SENP8 block-2 4, SENP7 inh 3, SENP1 FRET inh -35, PfGluPho inh -4 and NALP3 yeast inh 1.
`Nc1ccc2c(S(=O)(=O)O)cccc2c1S(=O)(=O)O` gave SENP8 block-1 inactive, HKDC1 inhibitor 6, SENP1 FRET inh 0 and PfGluPho inh 15.
For O=C(NCc1ccco1)c1cc(-c2ccc3c(c2)OCO3)on1 the results were Apaf-1 inh 6, SENP8 block-1 -24, HKDC1 inhibitor -1, SENP6 block -14, SENP8 block-2 -6, SENP7 inh 53*, SENP1 FRET inh 2, PfGluPho inh -12 and NALP3 yeast inh 21.

All compounds of this part, from the start:
For Cc1ccc(NC(=O)Cn2cnc3cc([N+](=O)[O-])ccc3c2=O)c(Cl)c1 the results were Apaf-1 inh -17, SENP8 block-1 -61, HKDC1 inhibitor 15, SENP6 block 3, SENP8 block-2 4, SENP7 inh 3, SENP1 FRET inh -35, PfGluPho inh -4 and NALP3 yeast inh 1.
`Nc1ccc2c(S(=O)(=O)O)cccc2c1S(=O)(=O)O` gave SENP8 block-1 inactive, HKDC1 inhibitor 6, SENP1 FRET inh 0 and PfGluPho inh 15.
For O=C(NCc1ccco1)c1cc(-c2ccc3c(c2)OCO3)on1 the results were Apaf-1 inh 6, SENP8 block-1 -24, HKDC1 inhibitor -1, SENP6 block -14, SENP8 block-2 -6, SENP7 inh 53*, SENP1 FRET inh 2, PfGluPho inh -12 and NALP3 yeast inh 21.
For CC(=O)Nc1ccc(S(=O)(=O)n2nc(C)cc2C)cc1 the results were Apaf-1 inh -5, SENP8 block-1 27, HKDC1 inhibitor -7, SENP6 block -4, SENP8 block-2 -1, SENP7 inh 2, SENP1 FRET inh 0, PfGluPho inh -6 and NALP3 yeast inh 10.
Screening COCCN(C(=O)c1ccc(NC2CC2)c([N+](=O)[O-])c1)c1c(N)n(CC(C)C)c(=O)[nH]c1=O returned Apaf-1 inh 10, SENP8 block-1 11, HKDC1 inhibitor 3, SENP6 block -29, SENP8 block-2 -13, SENP7 inh -4, SENP1 FRET inh 1, PfGluPho inh 1 and NALP3 yeast inh 10.
`COc1ccc2cc(Br)ccc2c1CC(=O)N(C)C` gave Apaf-1 inh 4, SENP8 block-1 6, HKDC1 inhibitor 14, SENP6 block 2, SENP8 block-2 2, SENP7 inh -1, SENP1 FRET inh -1, PfGluPho inh -8 and NALP3 yeast inh 3.
For Cc1sc2nc(-c3ccco3)oc(=O)c2c1C the results were Apaf-1 inh 20, SENP8 block-1 -90, HKDC1 inhibitor 6, SENP6 block -17, SENP8 block-2 -39, SENP7 inh 5, SENP1 FRET inh -24, PfGluPho inh 0 and NALP3 yeast inh 14.
Screening Cc1cc(O)c(C(=O)/C=C/c2c(F)c(F)c(F)c(F)c2F)c(=O)o1 returned Apaf-1 inh 21, SENP8 block-1 -158, HKDC1 inhibitor 5, SENP6 block -12, SENP8 block-2 1, SENP7 inh 8, SENP1 FRET inh -24, PfGluPho inh -6 and NALP3 yeast inh 13.
For C/C(=N\NC(=O)COc1ccc(C)cc1[N+](=O)[O-])c1ccc2c(c1)OCCO2 the results were Apaf-1 inh 14, SENP8 block-1 5, HKDC1 inhibitor 2, SENP6 block -14, SENP8 block-2 -5, SENP7 inh 4, SENP1 FRET inh 0, PfGluPho inh 1 and NALP3 yeast inh 33.
O=C(c1ccc(Cl)c(S(=O)(=O)N2CCOCC2)c1)N1CCCCC1 was read as Apaf-1 inh -2, SENP8 block-1 6, HKDC1 inhibitor -9, SENP6 block 5, SENP8 block-2 0, SENP7 inh -1, SENP1 FRET inh 0, PfGluPho inh -3 and NALP3 yeast inh 4.
`COCCSc1ccccc1C(=O)N1CCN(c2ccccc2OC)CC1` gave Apaf-1 inh 8, SENP8 block-1 15, HKDC1 inhibitor -3, SENP6 block 10, SENP8 block-2 -2, SENP7 inh 6, SENP1 FRET inh 2, PfGluPho inh -5 and NALP3 yeast inh 17.
COc1cc(C(=S)N2CCOCC2)cc(OC)c1OC(=O)c1cccc(C)c1 was read as Apaf-1 inh -29, SENP8 block-1 6, HKDC1 inhibitor 2, SENP6 block 6, SENP8 block-2 0, SENP7 inh 1, SENP1 FRET inh 0, PfGluPho inh -4 and NALP3 yeast inh 13.
Screening C=Cn1cc[n+](CC(=O)c2cc(C(C)(C)C)c(O)c(C(C)(C)C)c2)c1 returned Apaf-1 inh 4, SENP8 block-1 8, HKDC1 inhibitor 0, SENP6 block 0, SENP8 block-2 -11, SENP7 inh -19, SENP1 FRET inh 1, PfGluPho inh -2 and NALP3 yeast inh 16.
For Clc1ccc(CSc2nnc(-c3cccnc3)o2)cc1 the results were Apaf-1 inh 12, SENP8 block-1 12, HKDC1 inhibitor -1, SENP6 block 10, SENP8 block-2 -4, SENP7 inh 2, SENP1 FRET inh -1, PfGluPho inh -8 and NALP3 yeast inh 17.
Screening Cc1n(Cc2ccccc2)c2cc([N+](=O)[O-])ccc2[n+]1Cc1ccccc1 returned Apaf-1 inh 10, SENP8 block-1 26, HKDC1 inhibitor -4, SENP6 block -9, SENP8 block-2 -7, SENP7 inh 13, SENP1 FRET inh 0, PfGluPho inh 8 and NALP3 yeast inh 9.
For CCOc1ccc(N=C2NC(=O)C(CC(=O)O)S2)cc1 (stereo unspecified) the results were Apaf-1 inh 5, SENP8 block-1 22, HKDC1 inhibitor -8, SENP6 block 3, SENP8 block-2 0, SENP7 inh -2, SENP1 FRET inh 2, PfGluPho inh -8 and NALP3 yeast inh -1.
`Cc1ccccc1-c1ncc(CN2CCN(C3CCCCC3)C(CCO)C2)cn1` (stereo unspecified) gave Apaf-1 inh -21, SENP8 block-1 17, HKDC1 inhibitor 0, SENP6 block 5, SENP8 block-2 0, SENP7 inh 3, SENP1 FRET inh 2, PfGluPho inh 1 and NALP3 yeast inh 3.
`O=C(CSc1nnnn1-c1ccccc1)NCC1(N2CCOCC2)CCCCC1` gave Apaf-1 inh -6, SENP8 block-1 10, HKDC1 inhibitor -5, SENP6 block -1, SENP8 block-2 13, SENP7 inh -6, SENP1 FRET inh 2, PfGluPho inh 3 and NALP3 yeast inh 21.
For CN(CCc1ccccn1)C(=S)Nc1cccc(S(=O)(=O)N(C)C)c1 the results were Apaf-1 inh 4, SENP8 block-1 -6, HKDC1 inhibitor 1, SENP6 block 6, SENP8 block-2 0, SENP7 inh 5, SENP1 FRET inh 2, PfGluPho inh -1 and NALP3 yeast inh 10.
`CCSc1ccc([C@@H]2[C@@H]3C(=O)N(C)C(=O)[C@@H]3[C@]3(C(=O)OC)CCCCN23)cc1` gave Apaf-1 inh 30, SENP8 block-1 12, HKDC1 inhibitor 2, SENP6 block -13, SENP8 block-2 -10, SENP7 inh -17, SENP1 FRET inh 2, PfGluPho inh 1 and NALP3 yeast inh 5.
`CC1CCCN(C(=O)NC(=O)c2ccc(Cl)cc2)C1` (stereo unspecified) gave Apaf-1 inh -5, SENP8 block-1 -1, HKDC1 inhibitor -5, SENP6 block -15, SENP8 block-2 -1, SENP7 inh -7, SENP1 FRET inh 0, PfGluPho inh -1 and NALP3 yeast inh 7.
CCCC(=O)Nc1ccc(C(=O)Nc2cccc(OC)c2)cc1 was read as Apaf-1 inh -7, SENP8 block-1 7, HKDC1 inhibitor 4, SENP6 block 13, SENP8 block-2 31, SENP7 inh 41, SENP1 FRET inh 1, PfGluPho inh 4 and NALP3 yeast inh 13.
For COc1ccc(C2=NN(C(=O)CSc3ncccn3)C(c3cccc(OC)c3OC)C2)cc1 (stereo unspecified) the results were Apaf-1 inh 13, SENP8 block-1 -17, HKDC1 inhibitor -6, SENP6 block -12, SENP8 block-2 1, SENP7 inh -1, SENP1 FRET inh 1, PfGluPho inh 8 and NALP3 yeast inh 6.
COC(=O)C1=C(C)N(Cc2ccccc2)C(=NCc2ccccc2)N[C@H]1c1ccccc1 was read as Apaf-1 inh 47*, SENP8 block-1 9, HKDC1 inhibitor -1, SENP6 block -7, SENP8 block-2 -2, SENP7 inh -3, SENP1 FRET inh -1, PfGluPho inh 2 and NALP3 yeast inh 15.
Cc1cc(N2CCOCC2)nc2ccc(NC(=O)CCC(=O)N3CCCC(C)C3)cc12 (stereo unspecified) was read as Apaf-1 inh 7, SENP8 block-1 -315, HKDC1 inhibitor 8, SENP6 block -9, SENP8 block-2 2, SENP7 inh 1, SENP1 FRET inh -7, PfGluPho inh -10 and NALP3 yeast inh -5.
`O=S(=O)(c1ccc2c(c1)OCCO2)N1C[C@@H]2C[C@H]1CN2S(=O)(=O)c1c(F)cccc1F` gave Apaf-1 inh 17, SENP8 block-1 20, HKDC1 inhibitor -2, SENP6 block 8, SENP8 block-2 2, SENP7 inh -8, SENP1 FRET inh 4, PfGluPho inh 4 and NALP3 yeast inh 2.
CCn1c(SC)nnc1-c1sc2cc(Cl)ccc2c1Cl was read as Apaf-1 inh 13, SENP8 block-1 -17, HKDC1 inhibitor -1, SENP6 block -15, SENP8 block-2 2, SENP7 inh 9, SENP1 FRET inh 1, PfGluPho inh -3 and NALP3 yeast inh 19.
Screening COc1ccccc1Nc1nc(-c2sc(NC(=O)c3ccccc3)nc2C)cs1 returned Apaf-1 inh -4, SENP8 block-1 -200, HKDC1 inhibitor -32, SENP6 block 33, SENP8 block-2 22, SENP7 inh 10, SENP1 FRET inh -23, PfGluPho inh 6 and NALP3 yeast inh 21.
`CN(Cc1cnn(C)c1)C(=O)c1cc2ccccc2oc1=O` gave Apaf-1 inh -7, SENP8 block-1 -5, HKDC1 inhibitor -2, SENP6 block -14, SENP8 block-2 -3, SENP7 inh -5, SENP1 FRET inh 1, PfGluPho inh 3 and NALP3 yeast inh 4.
COc1ccc(C(=O)NC(=S)NCc2cccnc2)cc1Cl was read as Apaf-1 inh 6, SENP8 block-1 -4, HKDC1 inhibitor -3, SENP6 block -20, SENP8 block-2 -5, SENP7 inh -6, SENP1 FRET inh -1, PfGluPho inh 11 and NALP3 yeast inh 40.
COC(=O)[C@]1(Cc2ccccc2)N[C@H](CN(C)C(=O)Nc2ccc(OC)cc2)[C@@H]2C(=O)N(Cc3ccccc3)C(=O)[C@@H]21 was read as Apaf-1 inh 21, SENP8 block-1 12, HKDC1 inhibitor -1, SENP6 block -11, SENP8 block-2 2, SENP7 inh 8, SENP1 FRET inh 2, PfGluPho inh 13 and NALP3 yeast inh 9.
Screening Cc1cc(C)c(C#N)c(Sc2ccc(N)cc2)n1 returned Apaf-1 inh 5, SENP8 block-1 26, HKDC1 inhibitor -5, SENP6 block -43, SENP8 block-2 -13, SENP7 inh -4, SENP1 FRET inh 1, PfGluPho inh 34 and NALP3 yeast inh 13.
`Cc1cccc(C(=O)OCC(=O)N2CCC(c3ccccc3)=N2)c1O` gave Apaf-1 inh 12, SENP8 block-1 -19, HKDC1 inhibitor 0, SENP6 block -16, SENP8 block-2 -6, SENP7 inh 4, SENP1 FRET inh 1, PfGluPho inh 12 and NALP3 yeast inh 24.

Compound activity deposited in PubChem BioAssay by Sanford-Burnham Center for Chemical Genomics.
